Compound activity: PubChem, several laboratories
MrgX1 ag: human MrgX1 receptor agonism, primary screen | MrgX1-HEK293 cells, Fluo-4 calcium fluorescence, agonist mode; active compounds read high | B-score at 10 µM | Q96LB2 | 310,000 tested, 0.44% active;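 active means calcium response B-score plate-corrected fluorescence ratio at least 3 library SD, with starting fluorescence B-score inside 5 SD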
Target sequence (Q96LB2 whole entry, looked up): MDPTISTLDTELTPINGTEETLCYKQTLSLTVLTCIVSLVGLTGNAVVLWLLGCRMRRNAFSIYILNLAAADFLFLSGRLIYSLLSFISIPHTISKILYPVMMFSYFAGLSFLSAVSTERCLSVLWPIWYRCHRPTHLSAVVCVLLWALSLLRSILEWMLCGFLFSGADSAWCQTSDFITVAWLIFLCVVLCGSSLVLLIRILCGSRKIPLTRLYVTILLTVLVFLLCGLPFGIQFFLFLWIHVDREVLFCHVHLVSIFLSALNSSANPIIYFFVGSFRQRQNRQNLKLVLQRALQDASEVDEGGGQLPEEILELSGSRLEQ
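Material: MrgX1-expressing HEK293 cells / Dosing: compound as first of three additions / Incubation: overnight seeding, then 1 h dark dye loading / Signal: Fluo-4 NW calcium fluorescence / Evaluation: B-scored fluorescence response ratio / Benchmarks: positive and negative control wells on each plate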
TRPC6 activator: activates the mouse TRPC6 cation channel; HEK293-TRPC6 membrane potential dye fluorescence; active compounds read high; B-score at 10 µM; 310,000 tested, 0.13% active; AID 2550;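 active means B-score of the integrated fluorescence ratio above library mean plus 3 SD, and starting fluorescence ratio within library mean plus 5 SD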;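 further: higher score means more depolarization so channel activation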
ANO1 block: mouse TMEM16A channel inhibition, primary screen; HEK293 TMEM16A/YFP iodide influx fluorescence, ionomycin; Q8BHY3; normalized B-score (activity score, 25-100; higher = stronger inhibition) at 10 µM; 310,000 tested, 1.2% active;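 active means ratio plate-corrected score three or more library SD toward inhibition, starting fluorescence score within five deviations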;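 further: score derived from kinetic fluorescence span divided by baseline fluorescence per well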
SKKanGAS inh: SKKanGAS growth inhibition. S. pyogenes SKKanGAS, kanamycin growth, BacTiter-Glo, 6 h. inhibition, % at 7.5 µM. 300,000 tested, 1.3% active. AID 1662;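 active means mean replicate score, as percent of positive control median, at least 50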;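 further: strain carries kanamycin resistance gene driven by streptokinase promoter and grows in 40 µg/ml kanamycin; loss of luminescence reflects streptokinase promoter inhibition or plain growth inhibition; 0% = median of DMSO wells and 100% = positive control at its reference dose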
TMEM16A act: activates or potentiates the mouse TMEM16A chloride channel. Q8BHY3. HEK293 TMEM16A/YFP-H148Q/I152L, iodide quench fluorescence; active compounds read low. B-score at 10 µM. 340,000 tested, 0.3% active;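 active means fluorescence-ratio B-score plate-corrected deviation score at least 3 library SD below zero, with starting fluorescence score within 5 deviations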;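 further: channel opened by trigger with iodide after compound preincubation; score built on the fluorescence ratio of max minus min over baseline; more negative score means more quench and so TMEM16A activation or potentiation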
HDAC3 inhib: human HDAC3 inhibition; recombinant HDAC3, fluorogenic peptide/trypsin coupled, fluorescence; 320,000 tested, 0.15% active; O15379; AID 2718; inhibition, % at 8.3 µM; in the data active means inhibition above about 26%, passing the limit was not always enough
Target sequence (O15379 whole entry, looked up): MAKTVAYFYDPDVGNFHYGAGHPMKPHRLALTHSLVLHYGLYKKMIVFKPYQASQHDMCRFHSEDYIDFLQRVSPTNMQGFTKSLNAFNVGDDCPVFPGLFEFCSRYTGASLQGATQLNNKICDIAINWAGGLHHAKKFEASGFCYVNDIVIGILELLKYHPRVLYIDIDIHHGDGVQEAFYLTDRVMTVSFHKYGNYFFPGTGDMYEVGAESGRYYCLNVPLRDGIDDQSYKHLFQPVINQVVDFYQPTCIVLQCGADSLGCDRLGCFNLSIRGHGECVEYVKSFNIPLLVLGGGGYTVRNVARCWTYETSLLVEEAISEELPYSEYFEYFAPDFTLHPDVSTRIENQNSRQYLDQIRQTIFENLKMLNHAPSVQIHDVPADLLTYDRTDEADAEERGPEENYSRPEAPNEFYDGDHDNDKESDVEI
RGS4 pot: potentiators or activators of RGS4 | HEK293 M3R/inducible RGS4, carbachol calcium flux Fluo4; active compounds read low | B-score at 10 µM | 310,000 tested, 0.92% active;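 active means B-score of the integrated calcium signal more than 4 SD below the library mean, with starting fluorescence not abnormally high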;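 further: negative B-score means reduced calcium response which marks RGS4 activation or potentiation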
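Reagent: ECmax carbachol challenge; Test system: M3R-expressing HEK293 line, RGS4 induced by doxycycline; Schedule: overnight RGS4 induction, 30 min dye load 37 °C, 20 min compound RT; Detection: calcium dye Fluo4 fluorescence; Read-out: Agonist-evoked peak-minus-minimum fluorescence over baseline, integrated ratio, B score.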
MrgX1 antag: blocks BAM8-22 activation of human MrgX1 receptor | B-score at 10 µM | MRGX1-HEK293 calcium flux, Fluo-4, BAM8-22 antagonism; active compounds read low | 310,000 tested, 1.3% active;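 active means calcium-response B-score plate-corrected more than 3 library SD below zero, starting fluorescence within 5 deviations, no agonist response on first addition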;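 further: peak minus trough fluorescence over baseline after final BAM8-22 challenge near maximal dose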
RGS4 block: inhibitors of human RGS4 | P49798 | HEK293 M3R/RGS4 inducible, Fluo-4 calcium flux; active compounds read high; triggered by carbachol at its EC20 | B-score at 10 µM | 310,000 tested, 0.45% active | AID 463165;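 active means B-score, a plate-corrected calcium signal, over three deviations above library mean, with baseline fluorescence within five deviations of library mean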;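 further: RGS4 expression induced by doxycycline in cells with stable M3 receptor; B-score is computed from the integrated fluorescence ratio over baseline after carbachol; higher B-score means a larger calcium signal and so more RGS4 inhibition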
Target sequence (P49798 whole entry, looked up): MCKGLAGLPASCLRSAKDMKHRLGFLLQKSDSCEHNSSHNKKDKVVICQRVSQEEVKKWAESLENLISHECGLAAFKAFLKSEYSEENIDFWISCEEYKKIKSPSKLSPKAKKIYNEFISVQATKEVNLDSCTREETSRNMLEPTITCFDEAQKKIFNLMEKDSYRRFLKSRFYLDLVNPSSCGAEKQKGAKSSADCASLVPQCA
MrgX1 PAM: human MrgX1 positive allosteric modulation, primary screen; Q96LB2; 310,000 tested, 0.63% active; B-score at 10 µM; MrgX1-HEK293, Fluo-4 calcium flux, FDSS; active compounds read high;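 active means plate-corrected calcium response at least 3 library SD above typical, normal starting fluorescence, not activating the receptor alone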;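 further: compound read alongside a low EC10 to EC30 dose of BAM8-22 agonist; peak minus trough fluorescence over baseline measured at the second addition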
TRPC6 inh: mouse TRPC6 channel inhibition; AID 2553; 310,000 tested, 1.1% active; B-score at 10 µM; HEK293-TRPC6, membrane potential dye, ACh-evoked depolarization; active compounds read low;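 active means B-score under library mean minus 3 SD, initial fluorescence not abnormally high, positive integrated signal ratio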;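 further: B-score derived from integrated fluorescence ratio over the kinetic read; more negative B-score means stronger inhibition of depolarization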
The depositor's hits bear a star; i = inactive; / = no result given.

SMILES | MrgX1 ag | TRPC6 activator | ANO1 block | SKKanGAS inh | TMEM16A act | HDAC3 inhib | RGS4 pot | MrgX1 antag | RGS4 block | MrgX1 PAM | TRPC6 inh
COc1ccc(-c2noc(=O)n2CC(=O)N2CCC(Cc3ccccc3)CC2)cc1 | i | i | i | -5 | i | -4 | i | i | i | i | i
Cc1cccc(NC(=O)C2CCCN2S(=O)(=O)c2ccc3c(c2)n(C)c(=O)c(=O)n3C)c1 (stereo not drawn) | i | i | i | 4 | i | -3 | i | i | i | i | i
COc1ccc(N=C(N)SCc2ccccn2)cc1 | 87* | i | i | -6 | i | 7 | i | i | i | i | i
O=C(Nc1cccc(NC(=O)c2ccc(-c3ccc(Br)cc3)o2)c1)c1ccccc1 | i | i | i | 27 | i | 0 | i | -4.6* | i | i | i
Cc1ccc(C(=O)Nc2cc(-c3ccn[nH]3)c(C)n(N)c2=O)cc1 | i | i | i | 23 | i | 10 | i | i | i | i | i
COc1ccc(/C=C(\NC(=O)c2ccc(C)cc2)C(=O)NCCN2CCOCC2)cc1 | i | i | i | 5 | i | 1 | i | i | i | i | i
COc1ccc(N(C)S(=O)(=O)c2ccc(Cl)c(C(=O)NCCc3ccc(Cl)cc3)c2)cc1 | i | i | i | 0 | i | -2 | i | i | i | i | i
O=C(NNS(=O)(=O)c1ccccc1[N+](=O)[O-])c1ccccc1Cl | i | i | i | 2 | i | -9 | i | i | i | i | i
COc1ccc(CNC(=O)c2csnn2)cc1 | i | i | i | -1 | i | 3 | i | i | i | i | i
O=C(NCc1cccc(Cl)c1)c1cccc(C(F)(F)F)c1 | i | i | i | 0 | i | 9 | i | i | i | i | i
CNc1ccc(S(=O)(=O)NCC(=O)OCC(=O)Nc2cccc(Cl)c2Cl)cc1[N+](=O)[O-] | i | i | i | -2 | i | 1 | i | i | i | i | i
Cc1ccnc(NC(=O)CCC(=O)N(CC(=O)NCCc2ccccc2)c2ccc(F)cc2)c1 | i | i | i | -3 | i | -7 | i | i | i | i | i
O=C(C1=C[C@H](c2csc3ccccc23)C[C@H](OCCCCO)O1)N1CCN(Cc2ccccc2)CC1 | i | i | i | 7 | i | 5 | i | i | i | i | i
COc1cccc(NC(=S)/C(=C(\[O-])c2cc(C)n(-c3ccccc3F)c2C)[n+]2ccc(N(C)C)cc2)c1 | i | i | i | -8 | i | -3 | i | i | i | i | i
COc1cccc(Cn2cnc3c(NS(=O)(=O)c4cc(Cl)ccc4Cl)c(C)c(C)cc32)c1 | i | i | i | 32 | i | -3 | i | i | i | i | i
O=C1CC(N2CCOCC2)C(=O)N1c1ccc(Cl)cc1 (stereo not drawn) | i | i | i | 18 | i | -4 | i | i | i | i | i
NC(=O)c1cc(-c2ccccc2)nc(N2CCOCC2)n1 | i | i | i | -7 | i | 9 | i | i | i | i | i
Cc1[nH]c(C)c(S(=O)(=O)N2CCc3ccccc32)c1C(=O)N1CCCCC1 | i | i | i | 1 | i | 1 | i | i | i | i | i
O=S(=O)(c1ccc(OCC(O)CN2CCCCC2)cc1)N1CCOCC1 (stereo not drawn) | i | i | i | -2 | i | 7 | i | i | i | i | i
CCN(CC)c1ccc(/C=N/NC(=O)c2ccc([N+](=O)[O-])cc2)cc1 | i | i | i | 0 | i | -3 | i | i | i | i | i
O=C1CN(Cc2cc(=O)oc3cc4c(cc23)CCC4)CCN1 | i | i | i | 9 | i | -1 | i | i | i | i | i
COc1cc2c(cc1OC)C(c1ccccc1C)CC(=O)N2 (stereo not drawn) | i | i | i | 2 | i | -8 | i | i | i | i | i
Cc1ccc(C(=O)N2CCN(C3CCCCC3)CC2)s1 | i | i | i | 4 | i | 0 | i | i | i | i | i
CN(CCc1ccccn1)C(=O)CC1C(=O)NCCN1Cc1ccc(-c2ccccc2)cc1 (stereo not drawn) | i | i | i | 3 | i | -1 | i | i | i | i | i
CC1=C(C(=O)OC2CCCCC2)C(c2ccc(C)o2)C2=C(CC(C)(C)CC2=O)N1 (stereo not drawn) | i | i | i | 7 | i | -3 | i | i | i | i | i
CC(=O)OC(C)C(=O)NS(=O)(=O)c1ccc(C)cc1 (stereo not drawn) | i | i | i | -7 | i | 5 | i | i | i | i | i
Cc1ccccc1-n1cnc2c(sc3nc(N4CCOCC4)c4c(c32)CCCC4)c1=O | i | i | i | 38 | i | 2 | i | i | i | i | i
CN(CCc1ccccn1)S(=O)(=O)c1ccc2c3c(cccc13)C(=O)N2 | i | i | i | -1 | / | -28 | i | i | i | i | i
CCOC(=O)C1CCN(S(=O)(=O)c2c(C)noc2C)CC1 | i | i | i | 1 | i | -5 | i | i | i | i | i
CCCCC(=O)NCc1ccc(Cl)cc1 | i | i | i | -6 | i | 1 | i | i | i | i | i
O=C(COC(=O)/C=C/c1ccccc1)NCCC1=CCCCC1 | i | i | i | -1 | i | 2 | i | i | i | i | i
CC(C)n1nc(C(=O)N2CCN(S(=O)(=O)c3cccs3)CC2)c2ccccc2c1=O | i | i | i | -2 | / | 3 | i | i | i | i | i
Cn1c2ccc(F)cc2c2nnc(SCC(=O)Nc3cccc(O)c3)nc21 | i | i | i | 30 | i | 1 | i | i | i | i | i
Cc1c(F)cccc1NC(=O)CCC(=O)O | i | i | i | 6 | i | 7 | i | i | i | i | i
Cc1nc2sc(C(=O)Nc3ccccc3)c(N)c2c(C)c1[N+](=O)[O-] | i | i | i | -16 | i | -7 | i | i | i | i | i
Cc1[nH]c2ccccc2c1C(=O)NS(=O)(=O)Nc1ccc(Cl)cc1 | i | i | i | 4 | i | 1 | i | i | i | i | i
CCOc1cccc(-c2c(C(=O)N/N=C/c3ccoc3)nnn2-c2nonc2N)c1 | i | i | i | -3 | i | 1 | i | i | i | i | i
CC(O)CSc1nc2c(c(=O)[nH]c(=O)n2C)n1Cc1ccccc1Cl (stereo not drawn) | i | i | i | 1 | i | 2 | i | i | i | i | i
CCCC(C)C(=O)Nc1nc(C)c(-c2csc(Nc3cc(OC)ccc3OC)n2)s1 (stereo not drawn) | i | i | i | 11 | i | -4 | i | i | i | i | i
Cn1c(NCC(O)CO)nc2c1c(=O)n(Cc1ccc(Cl)c(Cl)c1)c(=O)n2C (stereo not drawn) | i | i | i | -2 | i | / | i | i | i | i | i
NC(=O)c1ccccc1NCC(=O)c1ccc(Cl)cc1 | i | i | i | 8 | i | -6 | i | i | i | i | i
CC1=CC(C)(C)n2c(O)c(N=N)c3cc(C)cc1c32 | i | i | i | -2 | i | 7 | i | i | i | i | i
COc1cc(/C=C2/C(=O)N(c3ccc([N+](=O)[O-])cc3)N=C2N2CCOCC2)ccc1O | i | i | i | -2 | i | 4 | i | i | i | i | i
Cc1cc(NC(=O)C2CCN(S(=O)(=O)c3cnc[nH]3)CC2)ccc1Br | i | i | i | 1 | i | 9 | i | i | i | i | i
O=CN1CCN(C2CC(=O)N(c3ccc4c(c3)OCO4)C2=O)CC1 (stereo not drawn) | i | i | i | -4 | i | / | i | i | i | i | i
CCC(C)c1ccc(N(C(=O)c2ccco2)C(C(=O)NC2CCCC2)c2cccnc2)cc1 (stereo not drawn) | i | i | i | -8 | i | -8 | i | i | i | i | i
CCOC(=O)N/N=C\c1ccccc1OC/C=C/c1ccccc1 | i | i | i | 8 | i | 13 | i | i | i | i | i
CNc1oc(-c2ccc(F)cc2)nc1S(=O)(=O)c1ccccc1 | i | i | i | -1 | i | 0 | i | i | i | i | i
CCOc1cccc(-c2nnc(SCC(=O)Nc3cc(C)ccc3OC)n2N)c1 | i | i | i | -9 | i | 0 | i | i | i | i | i
N#CC1=C(N)OC2=C(C(=O)CCC2)C12C(=O)N1CCCc3cccc2c31 (stereo not drawn) | i | i | i | 7 | i | -2 | i | i | i | i | i
O=C(O)c1ccc(S(=O)(=O)Nc2ccc(F)c(Cl)c2)cc1 | i | i | i | 3 | i | 5 | i | i | i | i | i
Cc1nc(Cl)sc1C(=O)Nc1cccc(Cl)c1C | i | i | i | -5 | i | -3 | i | i | i | i | i
COc1ccc(-c2cc(C)no2)cc1S(=O)(=O)N1CCN(c2ccccc2F)CC1 | i | i | i | 1 | i | 9 | i | i | i | i | i
CC(OC(=O)c1nc(Cl)ccc1Cl)C(=O)Nc1ccc2c(c1)OCCO2 (stereo not drawn) | i | i | i | 8 | i | 6 | i | i | i | i | i
COc1ccc(N(CC(=O)NCc2ccncc2)S(=O)(=O)c2ccccc2[N+](=O)[O-])c(OC)c1 | i | i | i | -13 | i | -8 | i | i | i | i | i
COc1ccc(OC)c(S(=O)(=O)N2CCCC(C(=O)NCc3cccnc3)C2)c1 (stereo not drawn) | i | i | i | 2 | i | 5 | i | i | i | i | i
COc1ccc(-n2nc(C(=O)NCC(=O)N3CCCCCC3)c3ccccc3c2=O)cc1 | i | i | i | 5 | i | 4 | i | i | i | i | i
CCN1CCN(C(=O)C2CCCN(S(=O)(=O)c3ccc(OC)c(OC)c3)C2)CC1 (stereo not drawn) | i | i | i | 2 | i | 9 | i | i | i | i | i
Cc1cccc(CSc2ccc3nnc(-c4ccccn4)n3n2)c1 | i | i | i | -5 | i | 5 | i | i | i | i | i
CN(C)C(=O)CN(c1ccc2c(c1)OCO2)S(C)(=O)=O | i | i | i | 6 | i | -2 | i | i | i | i | i

Quoted from the listing:
CNc1oc(-c2ccc(F)cc2)nc1S(=O)(=O)c1ccccc1 – SKKanGAS inh: -1
Cc1nc(Cl)sc1C(=O)Nc1cccc(Cl)c1C – HDAC3 inhib: -3

(list continues)
SMILES | MrgX1 ag | TRPC6 activator | ANO1 block | SKKanGAS inh | TMEM16A act | HDAC3 inhib | RGS4 pot | MrgX1 antag | RGS4 block | MrgX1 PAM | TRPC6 inh
O=C(c1ccc(=O)[nH]c1)N1CCN(S(=O)(=O)c2ccc(Cl)cc2)CC1 | i | i | i | 0 | i | -4 | i | i | i | i | i
COc1ccc(C(C)=O)cc1COc1ccc(Cl)cc1Cl | i | i | i | 4 | i | -1 | i | i | i | i | i
CN(CC(=O)Nc1cccc(F)c1)C(=O)CC1CC2CCC1C2 (stereo not drawn) | i | i | i | 5 | i | 4 | i | i | i | i | i
CCn1c(=O)cc(OCC(=O)N(C)C2CCCCC2)c2ccccc21 | i | i | i | -1 | i | 5 | i | i | i | i | i
